pPAFAH inh – inhibitors of human plasma PAF acetylhydrolase (pPAFAH). Q13093. recombinant pPAFAH, FP-rhodamine probe fluorescence polarization. inhibition, % at 3.39 µM. 330,000 compounds, 1.5% hits;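 active = inhibition above the mean inhibition across the screen plus 3 SD, cut at about 25% in these data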;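 also: inhibitors block binding of the rhodamine activity-based probe so polarization drops; 0% = enzyme with DMSO and 100% = wells lacking pPAFAH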
PAFAH1B2 FP inh – blocks human PAF acetylhydrolase 1b catalytic subunit 2 | recombinant PAFAH1B2, FP-rhodamine activity probe, fluorescence polarization | inhibition, % at 3.39 µM | 340,000 compounds, 1.2% hits | AID 492953;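 active = inhibition above the mean of all tested compounds plus 3 SD, cut at about 24% in these data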;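 also: 0% = enzyme with DMSO and 100% = wells lacking PAFAH1B2; many of its hits are not listed in these tables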
PAD4 inh – blocks human protein arginine deiminase 4; Q9UM07; recombinant PAD4, RCA probe fluorescence polarization; inhibition, % at 6.36 µM; 330,000 compounds, 0.41% hits; AID 485272;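 active = percent inhibition above a cutoff equal to the mean of all tested compounds plus 3 SD, cut at about 15% in these data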;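 also: 0% = PAD4 with RCA probe and DMSO and 100% = probe without PAD4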
GSTO1 inh – GSTO1 inhibition, counter-screen for RBBP9 inhibitors; 300,000 compounds, 1.1% hits; inhibition, % at 5.96 µM; recombinant GSTO1, activity-based probe fluorescence polarization;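 active = inhibition above the campaign mean inhibition plus 3 SD, cut at about 35% in these data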;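 also: 0% = GSTO1-1 with DMSO and 100% = wells lacking GSTO1-1 enzyme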
Target sequence (P78417 whole entry, looked up): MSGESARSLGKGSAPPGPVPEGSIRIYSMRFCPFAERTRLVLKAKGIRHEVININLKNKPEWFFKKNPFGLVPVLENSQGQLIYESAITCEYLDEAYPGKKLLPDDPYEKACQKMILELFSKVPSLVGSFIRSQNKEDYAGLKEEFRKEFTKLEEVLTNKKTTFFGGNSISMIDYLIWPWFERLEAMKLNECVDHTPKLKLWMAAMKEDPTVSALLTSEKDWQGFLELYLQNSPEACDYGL
PAFAH1B3 FP inh – inhibitors of human PAFAH1B3; inhibition, % at 3.39 µM; AID 492972; recombinant PAFAH1B3, FP-rhodamine probe, fluorescence polarization; Q15102; 340,000 compounds, 0.28% hits;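 active = inhibition above the screen-wide average of all tested compounds plus 3 SD, cut at about 25% in these data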;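 also: 0% = enzyme with DMSO only and 100% = wells lacking PAFAH1B3 protein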
Target sequence (Q15102 whole entry, looked up): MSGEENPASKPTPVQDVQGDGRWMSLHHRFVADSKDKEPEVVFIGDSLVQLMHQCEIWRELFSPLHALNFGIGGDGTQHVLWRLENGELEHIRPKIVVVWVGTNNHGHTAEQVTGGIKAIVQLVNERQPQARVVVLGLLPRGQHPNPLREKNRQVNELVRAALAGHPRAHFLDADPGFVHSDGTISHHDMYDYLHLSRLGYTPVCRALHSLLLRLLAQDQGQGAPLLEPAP
PAFAH2 inh – PAFAH2 (human) inhibition. inhibition, % at 3.39 µM. Q99487. AID 492956. 340,000 compounds, 0.99% hits. recombinant PAFAH2, FP-rhodamine activity probe, fluorescence polarization;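 active = inhibition above the mean over all tested compounds plus 3 SD, cut at about 30% in these data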;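 also: inhibitors block probe labeling of enzyme so polarization drops; 0% = enzyme with DMSO and 100% = wells lacking PAFAH2 protein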
LYPLA1 counter – blocks human lysophospholipase 1, a PME1 counter-screen; O75608; recombinant LYPLA1, FP-Rh probe fluorescence polarization; inhibition, % at 5.9 µM; 320,000 compounds, 0.16% hits;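 active = inhibition above the mean of all tested compounds plus 3 SD, set per campaign, cut at about 14% in these data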;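 also: inhibitors block serine hydrolase probe labeling of LYPLA1 so polarization falls; 0% = enzyme with DMSO and 100% = wells lacking LYPLA1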
PME-1 inh – PME-1 (human) inhibition. inhibition, % at 5.9 µM. recombinant PME-1, FP-Rh probe fluorescence polarization. Q9Y570. 320,000 compounds, 0.53% hits;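 active = inhibition above the campaign mean of all compounds plus 3 SD, cut at about 26% in these data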;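 also: competitive labeling of PME-1 active site by serine hydrolase directed probe; 0% = PME-1 with DMSO and 100% = wells lacking PME-1 enzyme; inhibitors block probe labeling so polarization falls and inhibition rises; many of its hits are not listed in these tables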
Target sequence (Q9Y570 whole entry, looked up): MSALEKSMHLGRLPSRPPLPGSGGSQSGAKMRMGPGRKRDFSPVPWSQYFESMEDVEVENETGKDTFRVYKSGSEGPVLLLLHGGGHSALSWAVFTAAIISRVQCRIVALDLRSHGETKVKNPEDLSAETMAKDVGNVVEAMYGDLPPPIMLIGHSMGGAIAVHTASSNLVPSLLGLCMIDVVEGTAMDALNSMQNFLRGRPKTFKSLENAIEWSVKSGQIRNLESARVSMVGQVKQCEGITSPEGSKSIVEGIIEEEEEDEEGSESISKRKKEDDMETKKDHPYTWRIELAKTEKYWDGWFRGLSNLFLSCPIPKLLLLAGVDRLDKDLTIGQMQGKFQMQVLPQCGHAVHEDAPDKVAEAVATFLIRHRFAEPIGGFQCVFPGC
Fam108B counter – counter-screen for RBBP9 inhibitors: inhibitors of mouse Fam108B | recombinant Fam108B, FP-Rh probe fluorescence polarization | inhibition, % at 9.51 µM | 300,000 compounds, 0.33% hits;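 active = inhibition above the screen mean inhibition plus 3 SD, computed separately per campaign, cut at about 18% in these data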;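 also: inhibitors lower polarization as less probe binds the enzyme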
Numbers without * were called inactive; nt = no result given. Some of the compounds tested. The share of hits here may be higher or lower than overall.

SMILES | pPAFAH inh | PAFAH1B2 FP inh | PAD4 inh | GSTO1 inh | PAFAH1B3 FP inh | PAFAH2 inh | LYPLA1 counter | PME-1 inh | Fam108B counter
COc1ccc(C(=O)c2coc3ccc(O)c(CN(C)C)c23)cc1 | 6 | 2 | -5 | 4 | 10 | -12 | 1 | -1 | 3
O=C(Nc1ccc(Br)cc1)N1CCCCCC1 | 5 | 6 | -2 | 1 | -1 | -4 | 2 | 2 | 3
N#Cc1c(Cl)nc2c(c1C#N)CCCC2 | 3 | -1 | -2 | -5 | 6 | 4 | -1 | -3 | 0
COc1ccc(-n2c(NC(=O)c3ccco3)c(C#N)c3nc4ccccc4nc32)cc1 | 15 | 4 | 10 | 19 | 10 | 7 | -6 | 5 | 3
Cc1coc2cc3oc(=O)c(CCC(=O)NC4CC4)c(C)c3cc12 | 5 | 0 | 0 | 2 | 4 | 2 | -4 | 3 | 0
COc1ccc(C)cc1NC(=O)NC1CCN(Cc2ccccc2)CC1 | 2 | 3 | -1 | 7 | 2 | 4 | 0 | 1 | 0
COc1ccccc1N(CC(=O)Nc1ccccc1C)S(C)(=O)=O | 2 | 3 | -1 | 5 | 2 | -7 | 1 | 0 | -2
O=C1c2ccccc2-c2cccnc21 | 8 | 1 | -1 | -1 | 4 | 6 | -4 | -5 | 0
O=C1CSc2ccc(C(=O)Nc3cccc(S(=O)(=O)Nc4ccc(Br)cc4)c3)cc2N1 | -26 | -33 | -12 | -159 | -61 | -74 | -69 | -111 | -66
CCOC(=O)n1c(=O)n(Cc2cccc(C)c2)c2ccccc21 | 9 | -3 | 1 | -5 | 4 | 0 | -1 | -3 | -1
O=C(CCCc1c[nH]c2ccccc12)Nc1ccc2ccccc2c1 | 9 | -2 | -5 | -5 | 13 | -5 | -8 | 8 | -3
CC(C)OC(=O)CSc1nnc(-c2ccccc2)n1N | 1 | 4 | 2 | -3 | 1 | 0 | 1 | 10 | 1
COc1cc(/C=N/NC(=O)c2cnn3c(C)cc(-c4ccccc4)nc23)ccc1O | -1 | 7 | -6 | 7 | 6 | 5 | -2 | -1 | 3
O=c1c2c3c(sc2nc2sc(CN4CCCCC4)cn12)CCCC3 | -1 | nt | -5 | 3 | nt | nt | -2 | -1 | -3
CCOC(=O)c1cc(-c2ccccc2)n(CCC(=O)N2CCN(c3ccccc3OC)CC2)c1C | 13 | 3 | -3 | 3 | 1 | 1 | 2 | 10 | 1
CC1(C(=O)OCC(=O)Nc2nc(-c3ccc(F)c(F)c3)cs2)CC1(Cl)Cl (centres undefined) | -6 | -3 | -12 | -5 | 4 | -18 | -20 | -10 | -18
CC1(C)CC(=O)C=C(NCCN2CCN(C(=O)Nc3ccc(Cl)c(Cl)c3)CC2)C1 | 2 | 1 | -1 | 11 | 9 | 2 | 5 | 2 | -5
O=C(O)c1cccc([N+](=O)[O-])c1C(=O)Nc1nc2ccccc2s1 | 2 | 2 | 1 | 9 | -1 | 2 | -2 | 4 | -1
CCOC(=O)C1=C(C)NC(=O)NC1c1ccc([N+](=O)[O-])o1 (centres undefined) | 2 | 1 | -3 | -4 | -1 | 2 | -3 | -1 | -2
O=C(CC1CCCCC1)NCC1CCCO1 (centres undefined) | -5 | 1 | 2 | 3 | 7 | -1 | -1 | 3 | -2
C=CCN1/C(=C(\C#N)C2=NS(=O)(=O)c3ccccc32)N(C)c2ccccc21 | 4 | -3 | -1 | 8 | 0 | -4 | -2 | 5 | 0
CCc1ccccc1NC(=O)C1=CC(c2cccs2)=NS(=O)(=O)N1C | 0 | 5 | 1 | -1 | -1 | 7 | -2 | 1 | -1
Cn1c(CNC(=O)c2cccs2)nnc1SCC(=O)Nc1ccc(Cl)cc1 | -6 | 7 | 1 | -4 | -2 | 2 | 0 | 0 | 2
CCN1CCN(C(=S)Nc2cccc(C(F)(F)F)c2)CC1 | -2 | 3 | -2 | 2 | 3 | 2 | -1 | -6 | -3
O=C1/C(=C/c2cccnc2)SC(=S)N1Nc1ccccc1 | 7 | nt | -10 | 52* | nt | nt | 1 | 0 | 0

Additional entries follow:
SMILES | pPAFAH inh | PAFAH1B2 FP inh | PAD4 inh | GSTO1 inh | PAFAH1B3 FP inh | PAFAH2 inh | LYPLA1 counter | PME-1 inh | Fam108B counter
O=C(N/N=C/c1cccc2cccnc12)c1ccccc1O | -1 | 4 | -3 | -23 | 14 | 5 | -5 | -3 | 2
N#CCCn1c(-c2nonc2NC(=O)c2ccccc2Cl)nc2ccccc21 | 0 | 0 | -3 | 4 | 4 | -1 | 2 | -2 | -2
CSc1nc2[nH]ncc2c(=O)n1-c1ccccc1 | 4 | 5 | -5 | 4 | 6 | -8 | 5 | -1 | -1
COc1ccc(-c2csc(NC(=O)c3nc(-c4ccccc4)oc3C)n2)cc1 | 4 | -2 | -3 | -1 | -2 | -1 | 1 | -1 | -8
C=CCn1c(=O)c2c(nc3n2CCCN3Cc2ccccc2)n(C)c1=O | -2 | 2 | -1 | 9 | 10 | 25 | 2 | 2 | 3
CC#CCN1c2ccccc2[C@]23C[C@@H](C(=O)OC)N(C(=O)c4ccc(Br)cc4)C2=NC(C(=O)OC)=C(C(=O)OC)[C@H]13 | 0 | nt | -1 | 0 | nt | nt | -3 | 0 | 3
Cc1cc(C(=O)NCCN2CCN(c3cccc(Cl)c3)CC2)n(-c2ccccc2)n1 | 1 | 0 | 2 | 8 | 4 | 2 | 1 | -1 | 3
CC(NC(=S)Nc1c(Br)cccc1OC(F)F)C(C)(C)C (centres undefined) | -7 | 5 | 8 | 4 | -2 | 8 | 2 | 3 | 3
Cn1c(=O)c2c(ncn2CC(=O)OCC(=O)Nc2ccccc2)n(C)c1=O | 7 | -3 | 2 | -6 | 3 | -1 | 1 | 4 | -1
CC1CCCCN1C(=O)CCS(=O)(=O)Cc1ccccc1 (centres undefined) | 2 | 4 | 4 | 3 | 7 | 13 | -1 | 1 | -1
CN(Cc1ccc(F)cc1)C(=O)c1ccc(NC(=O)CC2SC(N3CCCC3)=NC2=O)cc1 (centres undefined) | 1 | 1 | -3 | -9 | 3 | 2 | -1 | -12 | 0
CC(=O)c1ccc(OCC(O)CN2CCOCC2)cc1 (centres undefined) | -7 | 6 | 3 | 8 | 0 | 5 | -1 | 1 | -4
COc1cccc(-c2cc(C(F)(F)F)nc(N3CCOCC3)n2)c1 | 6 | -3 | 1 | 3 | 4 | 2 | 1 | -1 | 0
CCC(C)(C)NC(=O)CN(Cc1ccccc1)C(=O)CCC(=O)Nc1nccs1 | 2 | 4 | -3 | 10 | 2 | 3 | -1 | 3 | -1
CNC(=S)SCCOc1ccccc1 | 0 | -2 | -2 | -8 | 7 | 1 | 2 | -4 | 0
CCOc1ccc(NC(=O)CSc2nnc(Cn3c(=O)sc4ccccc43)n2C)cc1 | -8 | 4 | 1 | -1 | 5 | 0 | -1 | -2 | 1
Cc1ccc(-c2nc(SCC(=O)c3c(N)n(C4CC4)c(=O)[nH]c3=O)n[nH]2)cc1 | 3 | 0 | -3 | nt | 15 | -4 | nt | nt | nt
CC(C)C(NC(=O)c1ccccc1F)C(=O)Nc1nccs1 (centres undefined) | 0 | -5 | 2 | 3 | 1 | -9 | 2 | -2 | 1
O=C(NCc1ccccc1F)C1CCCN1C(=O)Nc1ccc(Cl)cc1 (centres undefined) | 5 | 4 | 4 | 2 | 2 | 2 | -2 | 3 | 1
CC(C)(C)/C(O)=C/c1nc2ccccc2oc1=O | -2 | -2 | -5 | 28 | 1 | -2 | -2 | -3 | 2
O=C(O)c1cccc(S(=O)(=O)N(Cc2ccccc2)c2cccc(C(F)(F)F)c2)c1 | 28* | 24 | 0 | 2 | 0 | 1 | -1 | -1 | -2
CC(C)C(=O)NNC(=O)CN1CCN(c2nc(-c3ccccc3)cs2)CC1 | 9 | 4 | 1 | -3 | 11 | -1 | 1 | 1 | 3
CC(C)Cc1nnc(NC(=O)CCC(=O)N2CC(C)CC(C)C2)s1 (centres undefined) | 1 | 8 | 0 | -2 | 1 | 7 | -1 | -3 | 4
COc1ccc(/C=N/NC(=O)CNC(=O)c2ccncc2)cc1 | 1 | 3 | 0 | 3 | 8 | 8 | -1 | 1 | 2
O=C(CCc1nc2ccccc2c(=O)[nH]1)Nc1ccc(F)cc1 | 3 | 4 | -3 | -2 | 12 | 5 | -3 | -2 | 2

An excerpt from above, limited to Fam108B counter:
SMILES,Fam108B counter
O=C(CC1CCCCC1)NCC1CCCO1 (centres undefined),-2
C=CCN1/C(=C(\C#N)C2=NS(=O)(=O)c3ccccc32)N(C)c2ccccc21,0

Some values from above.
Reading of COc1ccc(/C=N/NC(=O)CNC(=O)c2ccncc2)cc1 under Fam108B counter: 2
Reading of CC#CCN1c2ccccc2[C@]23C[C@@H](C(=O)OC)N(C(=O)c4ccc(Br)cc4)C2=NC(C(=O)OC)=C(C(=O)OC)[C@H]13 under PAD4 inh: -1
Reading of CCOc1ccc(NC(=O)CSc2nnc(Cn3c(=O)sc4ccccc43)n2C)cc1 under PAFAH1B2 FP inh: 4

Additional results follow:
SMILES | pPAFAH inh | PAFAH1B2 FP inh | PAD4 inh | GSTO1 inh | PAFAH1B3 FP inh | PAFAH2 inh | LYPLA1 counter | PME-1 inh | Fam108B counter
Cc1ccc(NC(=O)C2CC(=O)N/C(=N/NC(=O)c3ccc(C)cc3)S2)cc1 (centres undefined) | 6 | 3 | -3 | 2 | 5 | -8 | 1 | -13 | 1
O=S1(=O)CC(O)C(N2CCCCC2)C1 (centres undefined) | -2 | -2 | -7 | 11 | -8 | -3 | 1 | -5 | -4
Cc1nc(N2CCCCCC2)c2ccccc2n1 | 5 | 4 | -6 | 5 | -2 | -3 | -4 | -4 | 2
CN1C(=O)CC(C(=O)O)SC1=Nc1cccc(C(F)(F)F)c1 (centres undefined) | 2 | 4 | -3 | -11 | 5 | 6 | -5 | -4 | 0
CCC(=O)Nc1nc(-c2ccc3c(c2)CC(C)N3S(C)(=O)=O)cs1 (centres undefined) | 3 | -3 | -1 | 1 | -9 | 0 | 3 | 6 | 0
COC(=O)c1cc(NC2c3ccccc3C(=O)N2Cc2ccco2)cc(C(=O)OC)c1 (centres undefined) | 1 | -2 | -3 | -2 | 1 | 0 | 3 | 5 | 3
COc1ccc(/C=C/C(=O)c2ccc3c(c2)OCCO3)cc1[N+](=O)[O-] | -1 | -3 | -3 | -4 | -9 | -4 | 0 | -2 | -5
CC(C)OCP(=O)(c1ccccc1)c1ccccc1 | 1 | 0 | 4 | -1 | 2 | -4 | -1 | 1 | 1
O=C(CC1NCCc2ccccc21)Nc1ccccc1Cl (centres undefined) | -3 | 3 | -3 | 2 | 2 | -3 | 1 | -1 | -2
COc1ccc(Br)cc1CNCCSc1nnnn1C | 0 | -1 | -4 | -2 | 1 | 5 | 0 | -5 | 0
Nc1cc(C(=O)N2CCN(c3ccc([N+](=O)[O-])cc3)CC2)ccc1N1CC2CC(C1)c1cccc(=O)n1C2 (centres undefined) | 6 | -2 | 0 | -2 | 7 | 1 | 2 | 2 | 0
O=C(Nc1ccc(N2CCOCC2)cc1)C1CCCN(S(=O)(=O)c2cccc(C(F)(F)F)c2)C1 (centres undefined) | -6 | 4 | -8 | 1 | 10 | 9 | 1 | -5 | 1
CCOC(=O)C1CCN(C(=O)CC2(CC(=O)O)CCCC2)CC1 | 7 | 2 | -2 | 2 | 0 | 3 | 1 | -5 | -2

Screening results as filed in PubChem.
